# Screening data as filed in PubChem.
# AmpC det inh – Promiscuous and Specific Inhibitors of AmpC Beta-Lactamase (assay with detergent); AID 584, 2007; 0.09% of 71,000 active; Potency, µM (top dose mostly 28.7 µM), inactives show top-dose activity change, negative = inhibition; P00811; purified AmpC, nitrocefin hydrolysis with detergent; active means well fitted curve in the direction sought with a large enough effect
# Target sequence (P00811 whole entry, looked up): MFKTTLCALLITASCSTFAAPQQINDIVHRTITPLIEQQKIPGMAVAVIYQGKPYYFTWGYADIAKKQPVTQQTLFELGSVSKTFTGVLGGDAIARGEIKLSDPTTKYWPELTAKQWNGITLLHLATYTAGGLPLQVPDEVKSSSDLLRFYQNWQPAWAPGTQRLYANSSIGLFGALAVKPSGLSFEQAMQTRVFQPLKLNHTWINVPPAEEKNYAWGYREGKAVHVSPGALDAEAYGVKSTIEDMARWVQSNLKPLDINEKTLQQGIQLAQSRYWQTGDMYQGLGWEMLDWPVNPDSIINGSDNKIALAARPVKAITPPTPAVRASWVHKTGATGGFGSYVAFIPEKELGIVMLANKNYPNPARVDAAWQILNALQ
#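 E. coli AmpC (5.3 nM) in 20 mM phosphate pH 7.0 with 0.01% Triton X-100, preincubated 15 min RT with compound; nitrocefin (2 uL of 800 uM stock) hydrolysis followed by 480 nm absorbance every 20 s over 4 min.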
# An asterisk follows results filed as active; & = joins results of further samples; [ ] = dose if it differs, or a comment. On the % scale 0 is the no-effect control and ±100 the full control effect; potency means the concentration at half of the fitted maximal effect. Not all compounds are listed (hit frequency here may not be typical).
SMILES,AmpC det inh
Cn1nnnc1SCC(=O)c1ccco1,0%
CCC(CC)C(=O)Nc1c2c(nn1-c1ccc(OC)cc1)CS(=O)(=O)C2,2%
[N-]=[N+]=CC(=O)COC(=O)c1ccccc1,-2%[5.75 µM]
C=C(C)COc1ccc(-c2n[nH]c(C)c2-c2ccccc2OC)c(O)c1,3%
CCOC(=O)N1CCC(Nc2c(NCCN3CCN(c4cccc(Cl)c4)CC3)c(=O)c2=O)CC1,12%
COc1ccc(C(=O)OCC(=O)c2cc(OC)ccc2OC)c(OC)c1,-3%
COc1ccccc1CNC(=O)c1ccc(S(=O)(=O)N2CCCC2)cc1,15%
CS/C(=N\S(=O)(=O)c1cccs1)NC(=O)CSc1nc2ccccc2s1,-4%
O=c1c(O)c(-c2ccc(O)c(O)c2)oc2cc(O)ccc12,-2%&0%
Cc1c(NC(=O)c2c(F)cccc2F)c(=O)n(-c2ccccc2)n1C,-2%
COc1ccccc1N1CCN(c2ccc(-c3ccccc3)nn2)CC1,12%
Cc1cc(C)cc(N)c1,12%
O=S(=O)(NCc1ccco1)N1CCCCCC1,-1%
CN1C(=O)C2(OCC(COc3ccc(Cl)cc3)O2)c2ccccc21 (stereo not drawn),-1%
Cc1cccc(N2CCN(CCNC(=O)c3cc4c(s3)CS(=O)(=O)C4)CC2)c1C,5%
Cc1ccc2[nH]c(=O)c(CN(C)C(=O)c3ccccn3)cc2c1,-5%
Cc1cc(NC(c2cccnc2)c2ccc3cccnc3c2O)no1 (stereo not drawn),-5%
Cc1nn(-c2ccccc2)c2sc(C(=O)N3CCCCC3)cc12,-6%
COc1ccc(C/C(O)=C(\C#N)c2nc3ccccc3s2)cc1,-3%
Cc1cccc(OCC(=O)Nc2ccc(S(=O)(=O)N3CCCC3)cc2)c1,3%
Cc1ccc(-c2c3c(=O)n(C)c(=O)n(C)c3cn2Cc2cccnc2)cc1,0%
Nn1c(SCC(=O)NC2CCCCC2)nnc1-c1ccccc1,12%
COC(=O)N1[C@H](Cc2ccccc2)C=C[C@]1(C)C(=O)NCc1ccc(N(C)C)cc1,10%
COc1ccc2[nH]c(=O)c3c(c2c1)OC(C)(C)C=C3,2%&0%
O=C(Nc1ccc(S(=O)(=O)N2CCOCC2)cc1)c1ccco1,-5%

# (more compounds)
SMILES,AmpC det inh
COc1ccc(CNc2ncnc3ccc(-c4cccc(NS(C)(=O)=O)c4)cc23)c(OC)c1,4%
O=C(Nc1ccccc1)N1CC2(CCN(S(=O)(=O)c3ccccc3)CC2)C1,0%
Cc1ccc(S(=O)(=O)Nc2cc(C)nn2-c2ccccc2)cc1,-6%
CCC(CO)N=CC1=C(O)CC(C)(C)CC1=O (stereo not drawn),-2%
O=C(COC(=O)C1=COCCO1)Nc1ccccc1Oc1ccccc1,-8%
CC1=C(C(=O)NCCN2CCOCC2)C2(CCC(C)CC2)OC1=O (stereo not drawn),4%
O=C(Cn1ncc2c1-c1ccccc1OC2)N(Cc1ccco1)C1CCCCC1,11%
CCc1nnc(NC(=O)c2ccc(N(C)S(=O)(=O)c3ccccc3)cc2)s1,-6%
COc1cc(NC(=O)c2ccc3c(=O)n(Cc4ccco4)c(=S)[nH]c3c2)cc(OC)c1OC,10%
CCOC(=O)c1c(-c2ccc(C)cc2C)csc1NC(=O)CSc1nnnn1C,-5%
Cc1nc2cnc(N(C)C)nc2n(C[C@H]2CCCO2)c1=O,-2%
COc1cc(S(C)=O)ccc1-c1nc2ncccc2[nH]1 (stereo not drawn),-2%[12.8 µM]
O=C(CN(Cc1ccc2c(c1)OCO2)C(=O)CSc1nc2ccccc2o1)NC1CCCCC1,12%
CCSc1nc(-c2ccco2)ccc1C#N,-4%
FC(F)C(F)(F)C1=CC(c2ccccc2)=NCCN1,6%
Cn1c(=O)c2[nH]c(SCc3ccccn3)nc2n(C)c1=S,-3%[5.75 µM]
O=C(c1cccc(F)c1)N1CCC2(CC1)CN(c1ncccn1)C2,0%
Cc1nc(/C=[N+](\[O-])C(C)(C)/C=N/O)n(O)c1C,-3%
C/C(=C\c1ccccc1)CN1CCN(c2ccccc2)CC1,19%
O=C(NCCc1ccccn1)C1CC(=O)N(Cc2ccccc2Cl)C1 (stereo not drawn),-7%
Cc1ccc(S(=O)(=O)CCc2nc3ccccc3n2CCC#N)cc1,5%
CC1CCCN(C(=O)CSc2nnc(-c3ccc(S(=O)(=O)N4CCOCC4)cc3)n2C)C1 (stereo not drawn),12%
O=C(NCc1ccc(F)cc1)c1noc2c1CCCC2,-3%
CCC(C)(C)NC(=O)CN(C(=O)c1snc(C(N)=O)c1N)c1ccc2c(c1)OCO2,-2%
COCc1cc(=O)[nH]c(Nc2nc(C)c3ccc(C)cc3n2)n1,2%

# Not a retest: an excerpt of the list.
SMILES,AmpC det inh
COc1ccc(CNc2ncnc3ccc(-c4cccc(NS(C)(=O)=O)c4)cc23)c(OC)c1,4%
O=C(Nc1ccccc1)N1CC2(CCN(S(=O)(=O)c3ccccc3)CC2)C1,0%
Cc1ccc(S(=O)(=O)Nc2cc(C)nn2-c2ccccc2)cc1,-6%

# Following part:
SMILES,AmpC det inh
Cc1cc(NC(=O)c2ccc(Cl)cc2)no1,-2%
CSC1=NP(=S)(SC)N2CCCC2=C1C#N (stereo not drawn),9%
CCOC(=O)c1c(C)nc2sccn12,-3%
O=C(CCN1CCN(c2ccccc2)CC1)Nc1nccs1,14%
CCOc1ccc(-c2cc(C(=O)N3CCN(C)CC3)c3ccccc3n2)cc1,-2%
Cn1c(=O)[nH]c(=O)c2c1nc(N1CCNCC1)n2CCOc1ccccc1,-1%
Cc1noc(C)c1C(=O)N1CCC2(CCN(Cc3ccccc3)CC2)CC1,-1%
CCc1ccc(NC(=O)CS(=O)CC(=O)NC(C)CCc2ccco2)cc1 (stereo not drawn),11%
COc1ccc2[nH]cc(CCNc3ncnc4ccc(-c5c(C)noc5C)cc34)c2c1,10%
COc1ccc(N2C(=O)CC(N3CCN(c4ccc(S(=O)(=O)N5CCCC5)cc4)CC3)C2=O)cc1 (stereo not drawn),-3%
Cc1noc(C)c1C(=O)OC(C(=O)NC1CCCC1)c1ccc(F)cc1 (stereo not drawn),9%
Cc1ccnn2c(-c3ccccc3)c3c(=O)n(C)c(=O)n(C)c3c12,-4%
CCCN(CCC)C(=O)Cn1c(=O)n(CCCCC(=O)NCc2ccco2)c(=O)c2ccccc21,0%
COc1ccc(S(=O)(=O)N2CCCCCC2)cc1C(=O)OCC(=O)NC(N)=O,-4%
COCCCNC(=O)CCNS(=O)(=O)c1ccc(C)cc1,-2%
CC1CN(Cc2nc3c(c(=O)n(C)c(=O)n3C)n2CCc2ccccc2)CC(C)O1 (stereo not drawn),-1%
CCOC(=O)Cc1cnc(NC(=O)NC(C(=O)OCC)(c2ccccc2)C(F)(F)F)s1 (stereo not drawn),15%
Cn1c(C(=O)NC2CC2)cc2c(=O)n(C)c3ccccc3c21,9%
CCOc1ccc(NC(=O)C(C)Sc2nnnn2C)cc1 (stereo not drawn),-2%
O=C(Cc1cccs1)N1CCN(c2ccccn2)CC1,0%
CCOC(=O)CCCNC(=O)CN1C(=O)NC(CCc2ccccc2)C1=O (stereo not drawn),0%
O=C(c1cccc(N2C(=O)C3CC=CCC3C2=O)c1)N1CCCCCC1 (stereo not drawn),1%
COc1ccc(OC)c(-c2nnc(NC(=O)C(C)Sc3nncn3C)s2)c1 (stereo not drawn),9%
CCCNC(=O)CCC(=O)Nc1ncc(-c2ccc(C)cc2)n1C,0%
Cc1oc(/N=C/c2c(O)ccc3ccccc23)c(C#N)c1C,7%

# 3 records drawn at random from those above, as already listed:
SMILES,AmpC det inh
CCOC(=O)Cc1cnc(NC(=O)NC(C(=O)OCC)(c2ccccc2)C(F)(F)F)s1 (stereo not drawn),15%
COc1ccc(S(=O)(=O)N2CCCCCC2)cc1C(=O)OCC(=O)NC(N)=O,-4%
COc1ccc2[nH]cc(CCNc3ncnc4ccc(-c5c(C)noc5C)cc34)c2c1,10%

# Among those listed so far, four have a Cl atom:
SMILES,AmpC det inh
CCOC(=O)N1CCC(Nc2c(NCCN3CCN(c4cccc(Cl)c4)CC3)c(=O)c2=O)CC1,12%
CN1C(=O)C2(OCC(COc3ccc(Cl)cc3)O2)c2ccccc21 (stereo not drawn),-1%
O=C(NCCc1ccccn1)C1CC(=O)N(Cc2ccccc2Cl)C1 (stereo not drawn),-7%
Cc1cc(NC(=O)c2ccc(Cl)cc2)no1,-2%

# The list goes on:
SMILES,AmpC det inh
OC(CNCCc1ccc(Cl)cc1)COCc1ccco1 (stereo not drawn),0%
Cn1c(=O)[nH]c(=O)c2c1ncn2CCCc1ccccc1,2%
CS(=O)(=O)Nc1ccc(S(=O)(=O)NCCc2ccccc2)cc1,-6%
CC1C(=O)CC(c2ccccc2)N(C)C1c1ccccc1 (stereo not drawn),14%
OCCNc1ncnc2ccc(Br)cc12,-2%
CS(=O)(=O)C1=C(O)C(=O)N(CCCC(=O)O)C1c1ccccc1F (stereo not drawn),-3%
c1cc2cn[nH]c2cc1NC1CCCCCC1,6%
CCOC(=O)C1=C(N)Oc2cc(C)[nH]c(=O)c2C1c1ccncc1 (stereo not drawn),14%
O=C(NCCN1CCOCC1)C1CCC(=O)N1Cc1ccccc1Cl (stereo not drawn),-1%
Cc1ccc(C)c(-n2c(Cc3cc(=O)[nH]c(=O)[nH]3)nnc2SCC(=O)NCc2ccco2)c1,8%
CC1CN(S(=O)(=O)c2ccccc2)CC(C)O1 (stereo not drawn),-6%
COc1ccc(OC)c(NC(=O)c2[nH]c(C)c(C(C)=O)c2C)c1,3%
O=C(O)c1cccn2c(=O)c3ccccc3nc12,-5%
Cc1cc(C)c(OCC(=O)Nc2cccc(NC(=O)c3ccco3)c2)c(Br)c1,1%
CC(C)C[C@H](N)C(=O)O,-6%[5.75 µM]
Cc1ccccc1CSc1nnc(-c2ccco2)n1Cc1ccco1,-4%
Cc1ccccc1-c1nnc(SCC(=O)Nc2ccc(Cl)cc2)n1N,-3%
COc1ccc(-c2noc(CCC(=O)NCc3cccnc3)n2)cc1,12%
c1ccc(CNc2nc(-c3ccc4c(c3)OCO4)nc3ccccc23)cc1,8%
COc1cccc(C(=O)N2CCSC2=S)c1,6%
O=c1c(-c2ccc(Cl)cc2)nc2cnc(Nc3ccccc3)nc2n1C[C@H]1CCCO1,-2%
Cc1c(C(=O)N2CCOCC2)oc2ccc(S(=O)(=O)N3CCCCCC3)cc12,-3%
Nc1nc2ccccc2n1C(=O)CCc1ccccc1,-3%
CCCCn1c(CN(Cc2ccccc2)Cc2ccccc2)nc2c1c(=O)n(C)c(=O)n2C,12%
O=C(c1csc2c1CCCCC2)N1CCC2(CC1)OCCO2,-6%

# Five of these compounds, reformatted:
Compound	AmpC det inh
O=C(NCCN1CCOCC1)C1CCC(=O)N1Cc1ccccc1Cl (stereo not drawn)	-1%
c1ccc(CNc2nc(-c3ccc4c(c3)OCO4)nc3ccccc23)cc1	8%
O=C(c1csc2c1CCCCC2)N1CCC2(CC1)OCCO2	-6%
CS(=O)(=O)Nc1ccc(S(=O)(=O)NCCc2ccccc2)cc1	-6%
Nc1nc2ccccc2n1C(=O)CCc1ccccc1	-3%

# The results go on.
SMILES,AmpC det inh
CCOC(=O)C1=C(C)Nc2ncnn2C1c1ccccc1F (stereo not drawn),-5%
CS(=O)(=O)c1ccc(Cl)c(NC(=O)COC(=O)CNC(=O)c2ccc(Br)o2)c1,3%
CC(C)(C)c1ccc2c(c1)OCC(C(=O)O)O2 (stereo not drawn),-4%
CCn1nnnc1SCC(=O)Nc1cccc(NC(C)=O)c1,-6%
COc1ccc(NC(=O)C(CC(=O)O)Cc2ccccc2)cc1 (stereo not drawn),9%
Cc1cnn(-c2ccc3nnc(-c4ccc(Br)cc4)n3n2)c1,8%
CC(CCc1ccccc1)NC(=O)CSc1nccc(=O)[nH]1 (stereo not drawn),0%
COc1ccc(-c2nc3cnc(OC)nc3n(Cc3ccc(F)cc3)c2=O)cc1,-1%
COc1cccc(C2C(C(N)=O)=C(C)Nc3nc(-c4ccccc4Cl)nn32)c1 (stereo not drawn),9%
CC(C)(C)Nc1nc(SCc2ccccc2)nc(N2CCOCC2)n1,-4%
CCCOC(=O)c1ccc(OC(=O)c2ccco2)cc1,-1%
COC(=O)c1[nH]c2ccc(C)cc2c1NC(=O)CN1CCN(c2ccc(F)cc2)CC1,-3%
COc1ccc(S(=O)(=O)N2CCN(c3ccccc3OC)CC2)cc1OC,-4%
Cc1ccc(CS(=O)(=O)CCC(=O)N2CCOCC2)cc1,-1%
COc1ccc(OC)c(C2C(C(C)=O)=C(O)C(=O)N2Cc2cccnc2)c1 (stereo not drawn),-10%
Cc1ccc(Cn2c(SCC(=O)NCc3ccco3)nc3ccsc3c2=O)cc1,10%
Cc1ccc(S(=O)(=O)Cn2nnnc2CN2CCN(C(=O)c3ccco3)CC2)cc1,7%
Cc1cccc(-c2c3c(=O)n(C)c(=O)n(C)c3cn2CCO)c1,-8%
COc1ccc(-c2cc3ccccc3oc2=O)cc1NC(=O)c1ccc(Br)o1,-6%
COC(=O)c1ccc2c(=O)n(CCCCCC(=O)NCc3ccccn3)c(=O)[nH]c2c1,-3%
COc1ccc(-n2c(SCC(=O)N3CCCCC3)nnc2-c2cccnc2)cc1,13%
CCOC(=O)Nc1ccc2c(c1)N(C(=O)N1CCN(C)CC1)c1ccccc1S2,0%
CCN(CC)CCCC(C)n1c(-c2ccccc2)nc2c(NC3CCCCC3)nc(C)nc21 (stereo not drawn),11%
